From PubChem BioAssay
AGP1 TOR yeast – modulators of AGP1-GFP expression in yeast TOR pathway, primary screen, cell-based, multiplex flow cytometry, S. cerevisiae, MLPCN library. 3 h; GFP as percent of DMSO wells. GFP response vs DMSO, % at 10 µM. 0.02% of 320,000 active;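 active = GFP response relative to DMSO above a set limit, near screen average plus 3 SD, cut at about 150% in these data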;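 note: median GFP channel fluorescence of the gated AGP1 strain per well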
GRK2 aptamer HTS – compounds blocking aptamer binding on GRK2 – biochemical, human GRK2, bead flow cytometry, HTS, primary screen; FAM-aptamer displacement from GRK2; inhibition of aptamer binding, % at 10 µM; Beta-adrenergic receptor kinase 1 (Homo sapiens), P25098; 0.59% of 330,000 active;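 active = inhibition of aptamer binding above 40%, roughly 3 SD of noise, on plates passing a quality check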;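 note: median bead fluorescence of bound FAM aptamer so fluorescent compounds give negative values; no value below 0 was filed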
VLA-4 inh – inhibition in human VLA-4 binding assay, primary screen, VLA-4 allosteric modulator project, MLPCN library, flow cytometry, VLA-4 expressing cells; Integrin alpha-4 (Homo sapiens), P13612; ligand binding flow cytometry; inhibition, % (about 7 µM as worked out from the volumes in the protocol); 0.2% of 330,000 active; in the data active = inhibition above about 50%
CIT2-GFP yeast – modulators of CIT2-GFP expression in yeast, primary screen, S. cerevisiae, GFP fusion, multiplex flow cytometry, MLPCN library; S. cerevisiae CIT2-GFP strain, 3 h; 100 means same as DMSO wells; GFP response vs DMSO, % at 10 µM; 0.065% of 320,000 active;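 active = GFP response relative to DMSO above a set limit, near the screen mean plus 3 SD, cut at about 150% in these data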;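 note: ratio of well median GFP fluorescence to mean of DMSO wells on the plate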
BCLXL inh – inhibitors of human Bcl-xL, primary screen, biochemical, fluorescence polarization, HTS; GST-Bcl-xL / FITC-Bim BH3 peptide fluorescence polarization; 0.7% of 320,000 active; AID 2129, 2009; inhibition, % at 10.9 µM; Bcl-2-like protein 1 (Homo sapiens), Q07817;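 active = inhibition above the mean of all tested compounds plus 3 SD, cutoff set per campaign, cut at about 30% in these data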;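 note: 0% = DMSO wells and 100% = unlabeled Bim-BH3 peptide competitor; inhibitors lower millipolarization by displacing the labeled peptide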
Target sequence (Q07817 whole entry, looked up): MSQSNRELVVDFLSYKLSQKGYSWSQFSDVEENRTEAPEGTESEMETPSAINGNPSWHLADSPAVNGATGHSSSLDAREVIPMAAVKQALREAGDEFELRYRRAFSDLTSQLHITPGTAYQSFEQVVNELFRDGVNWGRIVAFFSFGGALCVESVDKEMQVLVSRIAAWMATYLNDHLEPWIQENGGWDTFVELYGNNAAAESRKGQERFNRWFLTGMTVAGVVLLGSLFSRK
Yeast superoxide – reduction of superoxide in aged yeast, primary screen, HTS. superoxide response (% of plate mean), % at 10 µM. S. cerevisiae aged cells, superoxide DHE fluorescence; stronger effect = lower value. 0.18% of 330,000 active;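 active = superoxide response under a set limit, about three screen SD below normal, cut at about 65% in these data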;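 note: yeast aged for seven days with compound at 30 °C before DHE staining; 100% = average MFI of all compound-treated wells on the plate with controls excluded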
GLD-1 TGE inh – GLD-1/TGE RNA complex disruptors, primary screen, biochemical, fluorescence polarization | purified GLD-1 + fluorescein TGE RNA | inhibition, % at 5.96 µM | 0.44% of 320,000 active;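 active = percent inhibition above a per-plate cutoff, the plate mean of test compounds plus 3 SD, cut at about 30% in these data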;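 note: 0% = DMSO wells with GLD-1 and probe and 100% = wells lacking GLD-1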
Target sequence (Q17339 whole entry, looked up): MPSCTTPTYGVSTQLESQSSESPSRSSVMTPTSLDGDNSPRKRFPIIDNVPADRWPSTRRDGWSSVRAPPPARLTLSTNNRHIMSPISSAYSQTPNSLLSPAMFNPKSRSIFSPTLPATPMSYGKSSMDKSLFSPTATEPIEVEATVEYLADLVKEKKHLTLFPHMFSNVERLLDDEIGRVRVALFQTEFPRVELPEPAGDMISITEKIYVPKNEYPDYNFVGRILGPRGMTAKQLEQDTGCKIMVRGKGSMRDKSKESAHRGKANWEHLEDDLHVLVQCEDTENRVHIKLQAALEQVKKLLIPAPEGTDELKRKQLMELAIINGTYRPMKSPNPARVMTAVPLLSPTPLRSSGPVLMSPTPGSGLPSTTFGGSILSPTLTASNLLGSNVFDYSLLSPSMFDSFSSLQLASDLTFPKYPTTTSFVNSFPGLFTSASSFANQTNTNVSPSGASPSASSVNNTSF
MEX-5 binding – MEX-5 zinc finger RNA-binding disruptors – biochemical, C. elegans, fluorescence polarization, MLPCN library, primary screen | Zinc finger protein mex-5 (Caenorhabditis elegans), Q9XUB2 | MEX-5/FITC-TCR2 RNA binding; stronger effect = lower value | activity score (negative = inhibition of binding), % at 10 µM | 0.38% of 300,000 active | AID 1832, 2009;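 active = inhibition past about -25% in most replicates, and total fluorescence under double the plate's negative control median, limit read from the data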;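 note: 0% = DMSO and -100% = 5 µM competing unlabeled TCR2 RNA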
MCL1-BIM inh – inhibitors of MCL1 binding to BIM-BH3, primary screen, biochemical, fluorescence polarization. Induced myeloid leukemia cell differentiation protein Mcl-1 (Homo sapiens), Q07820. GST-MCL1 / FITC-Bim-BH3 fluorescence polarization. inhibition, % at 10.9 µM. 0.68% of 320,000 active. AID 2057, 2009;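 active = inhibition above the mean inhibition of all tested compounds plus 3 SD, set per campaign, cut at about 40% in these data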;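 note: 0% = DMSO wells and 100% = unlabeled Bim-BH3 peptide control; higher means more loss of mP so more displacement of Bim peptide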
Target sequence (Q07820 whole entry, looked up): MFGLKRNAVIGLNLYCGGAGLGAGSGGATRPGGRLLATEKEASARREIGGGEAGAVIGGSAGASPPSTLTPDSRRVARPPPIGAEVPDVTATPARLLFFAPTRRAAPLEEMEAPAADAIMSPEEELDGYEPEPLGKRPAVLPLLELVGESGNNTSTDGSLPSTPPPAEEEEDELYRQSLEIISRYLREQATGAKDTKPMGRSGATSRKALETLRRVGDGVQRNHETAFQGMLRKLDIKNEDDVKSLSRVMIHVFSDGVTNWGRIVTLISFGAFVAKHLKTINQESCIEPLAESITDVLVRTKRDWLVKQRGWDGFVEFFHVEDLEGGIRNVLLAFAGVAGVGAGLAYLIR
* = called active by the depositor; . = no result given.

SMILES | AGP1 TOR yeast | GRK2 aptamer HTS | VLA-4 inh | CIT2-GFP yeast | BCLXL inh | Yeast superoxide | GLD-1 TGE inh | MEX-5 binding | MCL1-BIM inh
COc1cc(N2C(=O)c3ccccc3C2=O)c(Cl)cc1C(=O)OCC(=O)N1CCOCC1 | 99.3 | 0.0 | -0.8 | 101.3 | 3.0 | 106.2 | -6.0 | -0.3 | -1.6
Cn1c(=O)[nH]c(=O)c2c1nc(N1CCCCC1)n2CCOc1ccccc1 | 26.4 | 10.0 | -1.8 | 117.9 | 10.0 | 94.1 | 4.1 | -1.2 | 8.7
Cc1ccc(N2CCN(S(=O)(=O)N3CCCCC3)CC2)c(C)c1 | 94.8 | 0.0 | 20.9 | 84.5 | 5.3 | 87.5 | -2.3 | 2.6 | -2.4
CSc1ccccc1C(=O)NCc1ccc(S(N)(=O)=O)cc1 | 102.5 | 2.0 | 1.6 | 97.9 | -9.2 | 95.3 | -0.4 | 3.1 | -8.1
CC(C)c1ccc(NC(=O)Cn2c(=O)oc3ccccc32)cc1 | 93.7 | 5.0 | 6.6 | 94.7 | 2.8 | 65.4* | -4.2 | 0.3 | -5.0
CCCc1cc(C(=O)N2CCN(S(=O)(=O)c3ccc(OC)c(OC)c3)CC2)cs1 | 102.2 | 2.0 | 0.8 | 97.1 | 2.2 | 94.3 | 1.2 | 0.8 | 2.0
COc1ccc(CC(=O)N2CCN=C2SCc2ccc([N+](=O)[O-])cc2)cc1 | 101.9 | 4.0 | 45.4 | 110.9 | 2.9 | 109.6 | 8.7 | 0.7 | -5.0
COc1ccc(C2=NOC(C(=O)NCc3ccccn3)C2)cc1OC (centres undefined) | 94.9 | 3.0 | 24.0 | 90.6 | 1.8 | 93.4 | 1.0 | -0.1 | 9.7
Cc1ccc(C(=O)Nc2ccc([N+](=O)[O-])cn2)o1 | 105.8 | 0.0 | -6.1 | 105.6 | 12.3 | 115.3 | 7.6 | -1.4 | 4.4
Cc1ccccc1NC1=NCC(c2ccc([N+](=O)[O-])cc2)S1 (centres undefined) | 93.5 | 1.0 | -11.1 | 97.0 | -2.2 | 119.8 | 4.2 | -0.8 | 0.1
CCOC(=O)c1c(NC(=O)Nc2ccc(C)cc2)sc2c1CCN(C)C2 | 104.4 | 0.0 | -9.1 | 102.3 | 0.5 | 79.5 | -6.2 | 2.8 | -11.7
O=C(CN(C(=O)c1csnn1)c1cccc(Cl)c1)NC1CCCC1 | 108.0 | 4.0 | -10.5 | 109.5 | 6.5 | 94.4 | 5.7 | 1.8 | 17.6
Cc1cc2cc(CNS(=O)(=O)N(C)C)ccc2[nH]1 | 93.1 | 5.0 | -17.7 | 96.5 | 1.6 | 101.2 | 10.3 | -0.2 | 7.7
COc1cc(OC)c(/C=C2\SC(=O)N(CC(=O)Nc3ccccc3F)C2=O)c(OC)c1 | 102.1 | 0.0 | -4.5 | 104.4 | -2.6 | 102.8 | 0.1 | 1.0 | -2.6
COc1ccc(NC(=O)C2CCN(S(C)(=O)=O)CC2)cc1Cl | 116.9 | 0.0 | 6.5 | 111.5 | 6.5 | 97.8 | -0.3 | 0.8 | -4.2
COc1ccc2nc(N3C(=O)CC(Cc4ccc(C)cc4)C3=O)sc2c1 (centres undefined) | 104.5 | 1.0 | 24.4 | 104.4 | -1.9 | 90.6 | 3.4 | 2.3 | -5.9
OCC[C@@H]1C[C@H](O)[C@@H](O)[C@@]2(Cc3ccccc3CCO2)O1 | 114.9 | 1.0 | 14.2 | 99.4 | 3.5 | 109.2 | 3.2 | 0.7 | 1.3
COc1ccc(S(=O)(=O)N2CCN(CC(O)COc3ccc(CC#N)cc3)CC2)cc1OC (centres undefined) | 110.3 | 1.0 | 15.2 | 98.3 | 1.0 | 94.6 | 4.2 | 2.4 | -4.2
O=C(Nc1ccccc1)N1CCN(Cc2ccc(Cl)cc2)CC1 | 93.4 | 1.0 | 2.3 | 95.3 | 5.8 | 93.7 | -2.2 | -2.0 | 9.3
COc1ccc(NC(=O)CC2SC(N3CCCC3)=NC2=O)cc1Cl (centres undefined) | 100.4 | 0.0 | -11.6 | 112.8 | . | 88.9 | 1.8 | . | .
Cc1ccc(N=Cc2sc(O)c3ccccc23)cc1 | 104.9 | 0.0 | -119.1 | 94.3 | -25.0 | 99.1 | -139.4 | -0.6 | -55.2
O=C(CN1C(=O)c2ccccc2C1=O)N1CCN(C2c3ccccc3-c3ccccc32)CC1 | 101.7 | 0.0 | 0.0 | 93.2 | 3.3 | 99.8 | 1.7 | 0.0 | 4.6
CCOc1ccc(NC(=O)CSc2nc3ccccc3c(=O)n2CCNC(C)=O)cc1 | 101.8 | 0.0 | -9.2 | 94.2 | 1.9 | 112.9 | -3.4 | 0.4 | 3.6
CCOc1ccc(C(=O)Oc2ccc(NC(C)=O)cc2)cc1 | 100.1 | 1.0 | 10.6 | 96.9 | -1.5 | 99.6 | 5.9 | 2.9 | -1.2
O=C(CSc1nnc(-c2ccncc2)n1-c1ccccc1)N1CCN(c2ccc(Cl)cc2)CC1 | 104.6 | 1.0 | -7.4 | 101.7 | -10.6 | 113.5 | 5.4 | -3.2 | -16.0
O=C(Nc1cnc2ccccc2c1)c1ccncc1 | 105.3 | 1.0 | -2.9 | 96.7 | 0.8 | 91.9 | 0.4 | 0.2 | 1.6
CC1CCN(c2ccc(C(=O)NCc3ccco3)cc2[N+](=O)[O-])CC1 | 90.3 | 0.0 | -12.1 | 77.6 | 6.7 | 83.1 | 0.8 | -6.7 | 7.5
COc1ccc(CNC(=O)COC(=O)c2cccnc2Nc2cccc(C(F)(F)F)c2)cc1 | 98.7 | 0.0 | -2.1 | 96.6 | 3.5 | 102.9 | -0.7 | 0.0 | 4.6
O=C(c1ccco1)N1CCN(C(=O)C2CCN(S(=O)(=O)c3cccc4nsnc34)CC2)CC1 | 103.0 | 0.0 | -12.2 | 107.8 | 5.6 | 108.2 | -3.2 | 1.4 | 2.5
CC(OC(=O)c1cccc(N(C)C)c1)C(=O)N1CCc2ccccc2C1 (centres undefined) | 98.3 | 0.0 | 0.0 | 107.6 | . | 94.5 | 2.3 | . | .
CCCCOc1ccc(Cn2c(=O)oc3ccccc32)cc1 | 88.1 | 1.0 | 9.5 | 88.6 | . | 89.9 | . | -2.7 | .
CCOc1ccc(-n2c(SCC(=O)Nc3cc(C)on3)nc3c(c2=O)SCC3)cc1 | 99.0 | 0.0 | -7.8 | 95.3 | 1.9 | 97.9 | -0.7 | 1.4 | -2.1
COC(=O)c1sccc1NC(=O)c1c(C)cc(=O)oc1C | 96.4 | 0.0 | 4.6 | 87.0 | 4.1 | 102.0 | 3.6 | 0.8 | -6.1
CCc1ccccc1NC(=O)c1cc(-c2ccc(F)cc2)on1 | 94.3 | 0.0 | -2.5 | 98.9 | -0.4 | 106.7 | 3.3 | -0.8 | -2.6
CCOCCCNC(=O)c1ccc(CS(=O)(=O)Cc2ccccc2F)o1 | 104.1 | 5.0 | -2.4 | 101.4 | 0.3 | 111.0 | 4.8 | -1.8 | 0.0
COc1ccc(CCNC(=O)CSc2nnc(-c3ccccc3)o2)cc1OC | 97.0 | 0.0 | 2.6 | 95.2 | 6.2 | 93.3 | -0.3 | 1.4 | 9.3
O=C(COC(=O)c1ccccc1O)NC(=O)c1ccc(OC(F)F)cc1 | 107.6 | 0.0 | 0.0 | 98.4 | -2.5 | 140.3 | -4.6 | . | -5.0
CN(C)/C=C1/C(=O)N(c2ccc([N+](=O)[O-])cc2)N=C1c1ccccc1 | 89.7 | 0.0 | 0.5 | 89.3 | 3.9 | 108.0 | -3.1 | 0.6 | 1.9
COc1ccccc1N1CCN(C(=O)c2c(C)noc2C)CC1 | 104.0 | 1.0 | 3.8 | 96.0 | 7.3 | 113.1 | 1.9 | -0.6 | 2.4
Cc1ccc(NC(=S)NC(=O)C2CCCC2)c(Br)c1 | 96.0 | 0.0 | 7.8 | 90.5 | . | 92.2 | -1.8 | . | .
c1nc(NCc2ccc3c(c2)OCO3)c2cc(-c3ccoc3)ccc2n1 | 102.0 | 0.0 | 18.3 | 99.3 | . | 94.7 | 3.7 | . | .
Nc1ncnc(N)c1N=Nc1ccccc1 | 93.4 | 0.0 | -13.9 | 99.6 | . | 98.8 | . | 1.4 | .
CCCc1cc(C(=O)N2CCC(n3nccc3NC(=O)c3ccc(OC)cc3)CC2)no1 | 99.8 | 2.0 | -9.2 | 94.4 | 4.9 | 122.8 | 2.8 | -4.7 | 5.9
CCOc1cc(CO)cc(Br)c1OCC(=O)O | 107.4 | 2.0 | 28.5 | 98.2 | 13.8 | 97.5 | -2.1 | -0.8 | 20.2
CC1CCN(c2ccc(NC(=O)c3cccnc3)cc2)CC1 | 97.1 | 2.0 | -1.7 | 98.7 | 0.3 | 95.6 | -9.8 | 0.5 | 1.9
O=C(COc1ccc(Cl)cc1)Nc1ccc2c(c1)C(=O)NC2=O | 95.6 | 3.0 | 1.9 | 96.4 | 4.8 | 105.2 | 2.0 | 1.2 | -4.5
CC1CCN(C(c2cc3cc4c(cc3[nH]c2=O)OCO4)c2nnnn2CC2CCCO2)CC1 (centres undefined) | 104.5 | 1.0 | 3.7 | 96.1 | 4.2 | 80.7 | 5.3 | -0.2 | 6.8
CC1CCCN(C2=C(NS(=O)(=O)c3ccc(Cl)cc3)C(=O)c3ccccc3C2=O)C1 (centres undefined) | 101.2 | 1.0 | -7.2 | 108.3 | 4.9 | 129.5 | 7.9 | 2.8 | 13.4
COc1ccccc1NC(=O)Cn1nnc(C(=O)NCc2ccc3c(c2)OCO3)c1N | 98.6 | 0.0 | 0.1 | 103.4 | -2.0 | 100.9 | -6.6 | 2.0 | -1.5
c1csc(C2CCCN2c2nc3nonc3nc2NC2CC2)n1 (centres undefined) | 97.9 | 2.0 | -7.5 | 95.6 | 7.8 | 104.8 | 1.9 | -7.7 | 6.0
Cc1c(OCC(=O)N2C[C@H]3C[C@@H](C2)c2cccc(=O)n2C3)ccc2c3c(c(=O)oc12)CCCC3 | 104.6 | 0.0 | -15.1 | 94.8 | -0.9 | 107.7 | 2.0 | 2.2 | -3.6
O=C(COc1ccc(C2SCCS2)cc1)Nc1ccc(Cl)cc1 | 106.8 | 1.0 | -11.5 | 97.9 | 4.4 | 105.7 | 1.5 | -3.2 | 4.3
